STAT3 inh = IL-6 driven STAT3 reporter inhibitors, primary screen, U3A cells, luciferase, luminescence, MLSCN library | IL-6 STAT3-luciferase reporter; host cell line lacks STAT1 | hit rate 0.89% among 190,000 | inhibition, % at 5.5 µM;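 active = inhibition above the mean inhibition across all screened compounds plus 3 SD, cut at about 44% in these data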;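 also: 0% = DMSO only wells and 100% = 100 µM nifuroxazide control wells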
RAM network inh = inhibitors of the yeast RAM network, primary screen, dse1pr::URA3 reporter, 5-FOA selection | S. cerevisiae dse1pr::URA3 reporter, 5-FOA growth OD615, 2 d; analog-sensitive cbk1-as2 kinase mutant strain | hit rate 1.8% among 190,000 | inhibition, % at 50 µM;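 active = inhibition above a set limit, 3 SD over mean compound inhibition, cut at about 8.4% in these data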;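 also: 0% = DMSO-only wells with no growth and 100% = 10 µM 1-NA-PP1 full growth; inhibition rescues growth on 5-FOA so higher OD means more RAM inhibition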
PPARg SRC3 recr = PPARgamma agonists recruiting SRC-3 coactivator, primary screen, biochemical; Peroxisome proliferator-activated receptor gamma (Homo sapiens), P37231; biochemical PPARgamma/SRC-3 coactivator recruitment assay; activation, % at 8 µM; hit rate 0.26% among 200,000; AID 731, 2007; in the data active = activation above about 23%;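 also: 0% = DMSO and 100% = reference agonist; some compounds past the cut are filed as inactive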
Target sequence (P37231 whole entry, looked up): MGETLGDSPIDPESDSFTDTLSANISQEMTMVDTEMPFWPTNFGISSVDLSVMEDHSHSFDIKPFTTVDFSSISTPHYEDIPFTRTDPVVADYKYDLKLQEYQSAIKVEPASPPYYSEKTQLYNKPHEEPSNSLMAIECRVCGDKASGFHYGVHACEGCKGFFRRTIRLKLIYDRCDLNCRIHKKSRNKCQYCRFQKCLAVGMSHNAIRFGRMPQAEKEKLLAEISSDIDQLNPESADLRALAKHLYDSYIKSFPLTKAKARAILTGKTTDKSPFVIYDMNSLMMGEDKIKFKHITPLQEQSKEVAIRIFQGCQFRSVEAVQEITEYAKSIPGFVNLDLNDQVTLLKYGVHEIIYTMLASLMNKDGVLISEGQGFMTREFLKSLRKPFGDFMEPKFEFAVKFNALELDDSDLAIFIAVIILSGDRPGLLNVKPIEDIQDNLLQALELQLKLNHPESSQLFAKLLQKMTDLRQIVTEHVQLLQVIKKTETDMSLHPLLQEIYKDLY
STAT3 act = IL-6 driven STAT3 reporter potentiators, primary screen, U3A cells, luciferase, luminescence, MLSCN library | hit rate 0.91% among 190,000 | IL-6 STAT3-luciferase reporter; 100% = signal with IL-6 EC80 alone | activation (% of control), % at 5.6 µM;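 active = activation above the screen-wide mean of compound activation plus 3 SD, cut at about 130% in these data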;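 also: 0% = background luminescence of wells with medium and substrate only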
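Material: STAT3-luciferase reporter U3A cells. Controls: IL-6-treated wells, 100% activation. Read-out: % activation versus median of IL-6-stimulated wells. Probe or stimulus: IL-6 stimulus at 33 ng/mL final. Timing: compound 1 h, then IL-6 6 h at 37 °C. Signal: reporter luminescence signal.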
STAT1 inh = STAT1 signaling inhibitors, primary screen, cell-based, HTS, luciferase reporter. NIH 3T3 STAT1-luciferase reporter, IFN-gamma, luminescence. inhibition, % at 5.5 µM. hit rate 0.35% among 200,000;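 active = inhibition above a set limit, the mean inhibition across all tested compounds plus 3 SD, cut at about 34% in these data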;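 also: 0% = IFN-gamma with DMSO and 100% = IFN-gamma with 300 µM nifuroxazide; values of inactives mirror those of a sister screen read the other way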
PPARg SRC-1 ag = PPARgamma agonists recruiting SRC-1 coactivator, primary screen, biochemical; PPARgamma-SRC-1 coactivator recruitment biochemical assay; activation, % at 8 µM; AID 631, 2007; hit rate 0.41% among 200,000; in the data active = activation above about 19%;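 also: 0% = DMSO and 100% = reference agonist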
ROMK mod = ROMK potassium channel modulators, primary screen, cell-based, thallium flux, MLSMR library | Tet-inducible ROMK, thallium flux fluorescence; actives lie on both sides | hit rate 2% among 130,000 | ATP-sensitive inward rectifier potassium channel 1 (Homo sapiens), P48048 | B-score at 10 µM | AID 1918, 2009;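 active = signal ratio slope over the read window, or its plate-corrected B-score, at least 3 SD from the plate mean, either direction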;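 also: B-score of the F/F0 ratio slope over 7 to 12 s after thallium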
Target sequence (P48048 whole entry, looked up): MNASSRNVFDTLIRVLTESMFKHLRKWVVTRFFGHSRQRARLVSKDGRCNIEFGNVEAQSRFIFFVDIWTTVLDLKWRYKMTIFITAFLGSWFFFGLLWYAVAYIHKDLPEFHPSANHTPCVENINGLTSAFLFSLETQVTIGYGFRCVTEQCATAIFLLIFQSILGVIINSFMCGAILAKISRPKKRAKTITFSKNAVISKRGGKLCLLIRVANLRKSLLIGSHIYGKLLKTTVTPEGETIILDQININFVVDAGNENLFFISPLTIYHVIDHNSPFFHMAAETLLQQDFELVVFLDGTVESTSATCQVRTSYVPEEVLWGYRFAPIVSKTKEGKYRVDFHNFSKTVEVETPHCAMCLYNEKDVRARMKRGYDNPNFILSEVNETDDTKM
TR-FRET SRC-2 ct = TR-FRET signal artefacts, primary screen, artefact control for PPARgamma SRC-2 agonist project, biochemical; TR-FRET ratio at 8 µM; TR-FRET artefact counter-screen; active compounds read high; hit rate 0.4% among 200,000; in the data active = TR-FRET ratio above about 2000; also: inactives centre near 1500
PPARg SRC2 recr = agonists of PPARg-SRC-2 recruitment, primary screen, biochemical, HTS; hit rate 0.34% among 200,000; activation, % at 8 µM; PPARgamma LBD-SRC-2 recruitment; Peroxisome proliferator-activated receptor gamma (Homo sapiens), P37231; AID 1032, 2008; in the data active = activation above about 22%;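 also: 0% = vehicle and 100% = reference agonist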
S1P3 antag = S1P3 receptor antagonists, primary screen, cell-based; inhibition, % at 4.98 µM; AID 485, 2006; hit rate 0.27% among 170,000; CHO S1P3 NFAT-BLA reporter, FRET fluorescence, antagonist mode; Sphingosine 1-phosphate receptor 3 (Homo sapiens), Q99500;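 active = inhibition above the plate cutoff, the mean inhibition of test wells on that plate plus 3 SD, cut at about 28% in these data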;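 also: cells challenged with S1P at its EC80 of 0.8 µM; blue over green emission ratio from cleaved BLA substrate after 4 h stimulation; 0% = S1P-stimulated wells and 100% = unstimulated DMSO-only wells; some compounds past the cut are filed as inactive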
TLR4 MyD88 comp = inhibitors of TLR4-MyD88 association in cells, primary screen, cell-based, HeLa CL3-4, BLA complementation, FRET ratio; inhibition, % at 8.4 µM; Toll-like receptor 4 (Homo sapiens) + Myeloid differentiation primary response protein …; HeLa CL3-4 TLR4/MyD88 BLA complementation; hit rate 0.18% among 200,000; in the data active = inhibition above about 25%;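 also: 0% = vehicle and 100% = reference inhibitor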
An asterisk follows results filed as active; · = not tested or not shown.

SMILES	STAT3 inh	RAM network inh	PPARg SRC3 recr	STAT3 act	STAT1 inh	PPARg SRC-1 ag	ROMK mod	TR-FRET SRC-2 ct	PPARg SRC2 recr	S1P3 antag	TLR4 MyD88 comp
CC(=O)Nc1ccc(Nc2ccc3nonc3c2[N+](=O)[O-])cc1	10	2.4	1	98	5	0	0.68	1689	2	-5	3
COc1ccccc1-n1nnnc1SCC(=O)Nc1ccccn1	-1	2.8	-5	101	11	2	1.1	1630	-2	·	5
C=CCn1c(=O)c(C(=O)NCCNCC)c(O)c2ccccc21	4	-0.2	-3	100	-2	-4	-0.039	1482	-6	-44	-7
CCC(C)[C@H](NC(=O)N1CCCC1)C(=O)O (stereo partly specified)	6	2.1	-1	100	4	-3	·	1632	2	-6	-8
COc1ccc2cc(CCC(C)=O)ccc2c1	·	·	-3	·	·	-5	·	1375	-7	-2	·
CCOC(=O)N1CCC(N2Cc3cccc(C(=O)Nc4ccc(OC)c(OC)c4)c3C2=O)CC1	14	0.6	-7	92	-1	4	·	1494	4	4	-3
COc1ccc(CCNC(=S)Nc2cccc(C)c2)cc1	9	-0.3	0	97	-8	3	-0.023	1483	6	·	-7
CC(=O)Nc1ccc2c(CSc3nnc(-c4cccnc4)n3-c3ccc(C)cc3C)cc(=O)oc2c1	8	0.7	-1	94	2	1	·	1609	9	-5	-11
CCC(=O)N1c2ccccc2[C@@H](N(C(C)=O)c2ccccc2)C[C@H]1C	20	0.5	-10	92	0	-8	·	1550	-4	-22	12
COCCNc1c(-c2ccc(O)cc2)nc2ccc(Cl)cn12	6	0.5	-3	96	-1	9	0.00091	1659	14	7	-5
CC1=C(C(=O)OCc2ccc3c(c2)OCO3)C(c2ccccc2)NC(=O)N1 (stereo unspecified)	17	-1.0	9	91	25	6	-0.011	1540	10	8	-3
COC(=O)c1c(NC(=O)CN2CCN(c3ccccc3OC)CC2)c2c(C)cccc2n1C	10	0.5	0	93	4	12	-0.33	1784	8	-26	-4
CN1C(=O)CSC1=NC12CC3CC(CC(C3)C1)C2	0	1.9	9	100	-3	8	-0.7	1592	8	·	-2
NC(=O)C1CCN(c2nc(-c3ccccc3)nc3c2oc2ccccc23)CC1	24	4.6	-3	85	1	-1	0.48	1595	-1	-10	-10
Cn1c(SC/C=C/c2ccccc2)nnc1-c1cnccn1	7	0.8	3	96	2	-4	0.55	1628	7	-9	-5
Cc1cc(C)nc(SCCC(=O)Nc2ccc(F)cc2)n1	30	0.3	-4	79	-1	-1	-0.31	1612	1	-5	-6
O=C(CCn1c(=O)c2sccc2n(Cc2cc(=O)n3ccccc3n2)c1=O)NCc1ccco1	10	2.9	0	100	4	4	·	1629	4	6	-13
Cn1cc([N+](=O)[O-])c(C(=O)N/N=C/c2ccccc2)n1	1	0.5	8	103	13	1	0.67	1364	4	·	-2
CCCOc1ccc(C(=O)NCC(C)(C)N2CCOCC2)cc1	2	1.9	4	103	2	9	0.82	1569	2	-25	2
C=CCNC(=S)NCC1COc2ccccc2O1 (stereo unspecified)	9	1.2	-3	94	-2	0	0.12	1714	2	18	-12
O=C(CSc1ncccn1)N1CCC(Cc2ccccc2)CC1	-4	0.2	-3	103	4	-5	·	1472	-5	-12	-5
S=c1[nH]nc(-c2ccco2)n1/N=C/c1ccc(Cl)cc1Cl	3	3.2	7	98	-1	4	·	1681	6	·	-6
O=C(NCc1ccccn1)c1cn(CCc2ccccc2)nn1	-15	0.3	-2	113	-1	6	0.53	1345	5	10	-5
CCCN1Cc2cccc(C(N)=O)c2C1=O	11	0.7	-3	92	10	2	0.79	1374	13	-37	-8
COc1ccccc1C(=O)NNC(=O)c1cccc(Cl)c1	23	1.4	1	84	-31	-9	0.025	1557	0	-13	6
CSc1nc2sc3c(c2c(=O)[nH]1)CCc1ccccc1-3	-38	6.1	4	136*	7	-2	0.59	1506	2	6	-3
Cc1cccc(N2CCN(C(=O)N3CCOCC3)CC2)c1C	12	-0.1	2	92	2	10	·	1692	14	-5	8
COc1ccc(S(=O)(=O)NNC(=O)c2csc(-n3nc(C)cc3C(F)(F)F)n2)cc1	-5	1.2	3	104	-2	3	-0.3	1516	3	·	6
O=C(NCc1ccc(C(F)(F)F)cc1)C1CC(c2c(Cl)cccc2Cl)=NO1 (stereo unspecified)	21	1.1	14	85	5	3	·	1761	3	·	-18
CC(C(=O)Nc1ccccc1C(=O)N1CCOCC1)N(c1ccccc1)S(C)(=O)=O (stereo unspecified)	2	2.6	1	99	3	0	0.44	1811	-3	·	1
CCCC(=O)C1=C(O)C(C(=O)OC)C(C)(C)CC1=Nc1ccncc1 (stereo unspecified)	3	1.1	-2	103	-4	3	-0.18	1558	-1	-52	-6
Cc1nc2ccc(NC(=O)c3ccc(Cl)c([N+](=O)[O-])c3)cc2s1	-2	3.8	-6	97	-3	6	·	1632	14	-4	2
COCCn1c(=NC(=O)CSCC(=O)Nc2cc(C)on2)sc2cc(C(=O)OC)ccc21	2	2.5	2	107	1	-5	-0.051	1416	-3	-8	10
Cc1nc(N)[nH]c(=O)c1CCC(=O)OCC(C)C	7	4.2	8	96	1	6	·	1474	9	8	8
CC(=O)c1cccc(NC(=O)c2cc3ccccn3n2)c1	33	-0.2	4	79	-24	6	·	1832	24*	-42	-9
O=C(CN1CCNC(=O)C1)NCCc1ccc(Cl)cc1Cl	3	3.0	5	103	-17	10	-0.43	1690	1	-12	-6
CC(=O)c1cccc(NC(=O)CO/N=C2/CCCc3nonc32)c1	5	1.2	3	97	-3	5	-1.2	1529	5	-11	3
O=C1CC(c2ccco2)CC(O)=C1C=NCCO (stereo unspecified)	11	0.9	4	94	1	3	·	1495	11	4	-3
CCN1C(=O)/C(=C\N2CCN(c3ccccc3)CC2)SC1=S	19	4.2	-2	87	-8	-2	·	1569	5	-3	-13
OCCCn1c(-c2ccccc2)nc(=S)c2c1CCCC2	-3	1.1	-1	105	-5	-6	·	1536	2	·	13
Cc1ccc(-n2cc(CNCCCn3ccnc3C)c(-c3ccc(F)cc3)n2)cc1	16	1.1	4	90	-2	16	-0.31	1700	4	4	-9
COc1ccccc1NC(=O)N1CCN(c2cc(-c3ccccc3)nc3ncnn23)CC1	31	2.6	4	79	29	8	·	1540	4	14	-10
COc1cc(NC(=O)c2cc(Cl)nnc2Cl)cc(OC)c1OC	1	-1.1	4	102	8	0	-0.05	1745	10	-12	-4
COc1ccc(CNC(=O)c2cc3c(C)nc4ccccc4c3o2)c(OC)c1	79*	3.8	13	39	30	1	·	1661	4	3	-10
Cc1ccc(C)c(/C(O)=C2\C(=O)C(=O)N(CCCn3ccnc3)C2c2cccnc2)c1 (stereo unspecified)	0	-0.5	-5	100	-3	-1	·	1613	7	·	11
COC(=O)N/N=C/c1ccc(-c2cccc(Cl)c2)o1	14	0.0	5	89	-20	-1	-1.4	1722	6	-2	6
Cc1c(C(=O)NC(C)CCc2ccccc2)cccc1[N+](=O)[O-] (stereo unspecified)	15	-0.7	0	97	4	-4	·	1761	9	·	3
COc1ccc(NC(=O)Cc2coc3cc(C)c(C(C)C)cc23)cc1S(=O)(=O)N1CCOCC1	-2	0.5	-4	101	2	-5	·	1367	-5	-13	-1
CC(C)n1nnnc1-c1ccc(Cl)cc1	4	-1.0	-2	99	7	-2	-0.85	1473	2	4	1
Cc1cc(Nc2nnnn2-c2ccccc2)n(-c2ccc(Cl)cc2)n1	33	5.1	-12	77	21	4	·	1480	-5	-19	2
O=C(NCc1ccccc1)c1cccc(COc2ccc3c(c2)CCC3)c1	56*	12*	2	52	15	8	·	1678	5	5	2
O=C(NC(=S)Nc1ccc(N2CCCCC2)cc1)c1ccc2c(c1)OCCO2	5	4.5	4	96	-6	0	0.82	1651	10	-3	0
COc1ccc2c(c1[N+](=O)[O-])CCC/C2=N/OC(=O)c1ccccc1SC	12	3.4	13	92	-3	10	·	1545	1	·	5
Cc1ccccc1C(=O)NNC(=O)c1cc(N)cc([N+](=O)[O-])c1	-11	2.4	-2	107	1	5	-0.42	1444	-2	-9	-5
C=CCNC(=S)N/N=C/c1ccc(-c2cccc([N+](=O)[O-])c2)o1	32	1.8	-3	76	-1	1	0.12	1512	1	3	-4
Cc1ccc(Cl)c(NC(=O)CN2CCN(C=O)CC2)c1	10	1.9	0	99	-3	6	0.3	1595	5	1	-14
Cc1cccc(-c2nnn3c2nc(NCCc2ccc(S(N)(=O)=O)cc2)c2ccccc23)c1	-54	5.2	2	145*	1	1	-7.3e-05	1628	2	16	-7
CCOC(=O)c1c(NC(=O)CN(C)C)sc(C(=O)N(CC)CC)c1C	28	0.7	9	79	-3	-2	·	1715	3	·	4
O=C(CCCn1c(=O)[nH]c2ccsc2c1=O)NCc1cccs1	-2	0.1	-1	105	-7	0	·	1593	-1	·	-1
Cc1nc(N2CCN(C(=O)c3ccco3)CC2)c2c3c(sc2n1)CC(C)CC3 (stereo unspecified)	19	-0.2	2	89	16	0	-2.1	1623	4	13	-1
(listing goes on)
SMILES	STAT3 inh	RAM network inh	PPARg SRC3 recr	STAT3 act	STAT1 inh	PPARg SRC-1 ag	ROMK mod	TR-FRET SRC-2 ct	PPARg SRC2 recr	S1P3 antag	TLR4 MyD88 comp
CC(=O)N(CC(=O)O)c1ccccc1	-12	1.1	-5	107	3	-5	-0.11	1458	1	-9	-11
Cc1ccc(S(=O)(=O)N2CCN(C(=O)COC(=O)c3cc(C)oc3C)CC2)cc1	5	5.1	-7	98	3	-1	0.045	1581	1	-27	-13
CCc1cccc(Nc2cnn(C34C[C@@H]5C[C@@H](CC(CC(=O)O)(C5)C3)C4)c(=O)c2Cl)c1	-10	5.9	-3	109	-42	-2	0.18	1426	-4	-5	8
O=C(COC(=O)CNC(=O)c1ccc(Cl)cc1)Nc1ccc2c(c1)OCCO2	-12	3.1	1	110	6	-16	0.21	1488	-8	-12	2
COc1ccc(CCNC(=O)Cn2nnc(-c3cccc(OC)c3OC)n2)cc1OC	9	0.2	2	98	7	-5	·	1577	-1	·	-6

From PubChem
